Screening results from PubChem.
Yp Topo-I inh: Yersinia pestis topoisomerase I inhibitors, primary screen, biochemical, cleavage product accumulation, plate reader, single point; activity, % at 10 µM; 360,000 tested, 0.064% active; Y. pestis Topo-I cleavage product accumulation; DNA topoisomerase I (Yersinia pestis CO92); AID 504884, 2011; in the data active = activity above about 50%, passing the limit was not always enough; note: inactives centre near 2
TcdB GH inh: TcdB glycohydrolase inhibitors, primary screen, biochemical, single point, plate reader | Toxin B (Clostridioides difficile), P18177 | TcdB glycohydrolase enzymatic assay | inhibition, % at 9.99 µM | 350,000 tested, 0.24% active; in the data active = inhibition above about 10%
BoNT-A LC inh2: BoNT/A light chain protease inhibitors, primary screen, biochemical, flow cytometry, MLPCN library. 360,000 tested, 0.17% active. Botulinum neurotoxin type A light chain protease (Clostridium botulinum A str. ATCC 3502). inhibition, % at 10 µM. multiplex microsphere protease substrate cleavage; note: plate controls were buffer without enzyme for full effect and enzyme alone for no effect
Anthrax LF prot: Bacillus anthracis LF protease inhibitors, primary screen, biochemical, multiplex microsphere, MLPCN library | Lethal factor (Bacillus anthracis), P15917 | multiplex microsphere protease cleavage assay | inhibition, % at 10 µM | 360,000 tested, 0.12% active | AID 588501, 2011; note: plate controls were buffer without enzyme for full effect and enzyme alone for no effect
Target sequence (P15917 whole entry, looked up): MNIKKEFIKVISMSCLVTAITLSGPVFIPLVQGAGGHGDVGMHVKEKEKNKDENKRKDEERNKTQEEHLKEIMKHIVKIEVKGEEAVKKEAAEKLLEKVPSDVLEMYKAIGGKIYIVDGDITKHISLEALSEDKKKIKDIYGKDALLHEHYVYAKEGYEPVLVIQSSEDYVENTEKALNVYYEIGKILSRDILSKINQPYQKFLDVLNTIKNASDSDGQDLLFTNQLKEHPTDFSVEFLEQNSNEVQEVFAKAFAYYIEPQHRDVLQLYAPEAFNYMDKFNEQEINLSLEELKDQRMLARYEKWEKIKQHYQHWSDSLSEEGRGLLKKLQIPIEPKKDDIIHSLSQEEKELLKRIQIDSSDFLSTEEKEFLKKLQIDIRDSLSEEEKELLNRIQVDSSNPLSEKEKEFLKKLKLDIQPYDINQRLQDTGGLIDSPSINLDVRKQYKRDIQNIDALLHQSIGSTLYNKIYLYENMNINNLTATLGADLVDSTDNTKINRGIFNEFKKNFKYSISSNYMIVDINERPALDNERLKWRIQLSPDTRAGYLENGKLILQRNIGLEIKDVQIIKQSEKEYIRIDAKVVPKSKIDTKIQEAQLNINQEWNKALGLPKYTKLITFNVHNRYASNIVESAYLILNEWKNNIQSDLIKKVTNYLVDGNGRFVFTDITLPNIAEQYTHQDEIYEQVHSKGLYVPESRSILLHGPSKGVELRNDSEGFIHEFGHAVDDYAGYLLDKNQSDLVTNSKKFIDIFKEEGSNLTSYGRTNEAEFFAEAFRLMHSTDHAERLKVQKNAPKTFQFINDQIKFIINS
SSB-PriA inh: inhibitors of Klebsiella pneumoniae PriA binding to SSB C-terminal tail, primary screen, biochemical, AlphaScreen; PriA–SSB C-terminal tail interaction (Klebsiella pneumoniae); AlphaScreen SSBct-PriA binding, biotinylated peptide; inhibition, % at 33 µM; 430,000 tested, 0.6% active; AID 1272365, 2023; in the data active = inhibition mostly above about 37%, no sharp cut-off; inactive = mostly below about 20%;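 note: plate controls were negative control peptide for no effect and reference peptide for full effect; strong numbers were not always called active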
PrPC surface inh: inhibitors of human cell surface prion protein PrPC, primary screen, cell-based, TR-FRET. Major prion protein (Homo sapiens), P04156. TR-FRET read-out. inhibition, % at 13.8 µM. 370,000 tested, 0.43% active; in the data active = inhibition above about 24%; note: 0% = median of the test wells and 100% = reference compound wells
3CLpro inhibitor: SARS-CoV 3CLpro protease inhibitors, primary screen, biochemical, quenched FRET; Replicase polyprotein 1ab (Severe acute respiratory syndrome coronavirus), P0C6X7; recombinant SARS-CoV 3CLpro, quenched FRET peptide cleavage; inhibition, % at 6 µM; 290,000 tested, 0.14% active; in the data active = inhibition above about 12%
PfHsp40 yeast: rescue of yeast from PfHsp40 toxicity, primary screen, S. cerevisiae, ATP luminescence | 340,000 tested, 0.68% active | S. cerevisiae expressing PfHsp40, growth rescue | growth rescue, % at 12.5 µM; in the data active = growth rescue above about 28%, passing the limit was not always enough;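 note: yeast W303a lacking pdr1 and pdr3 grown in galactose medium; growth measured after three days at 30 °C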
Vc quorum ag: inducers of Vibrio cholerae quorum light production without autoinducers, primary screen, BH1578 luxS cqsA deficient, single point. activation, % at 18.7 µM. V. cholerae BH1578 lux reporter, luminescence, 6 h. 350,000 tested, 0.16% active; in the data active = activation mostly above about 9.7%, no sharp cut-off; note: not every result past the cut was called active; inactives centre near 0; reference of the scale not given here
* = called active by the depositor; i = inactive; · = no result given. Cut-off read from the data, not from the text of the source, unless noted: active = inhibition above about 30%; inconclusive = no clear call, values can overlap the other calls; inactive = below that. Some of the compounds tested, so the mix of outcomes need not match the whole.

SMILES	Yp Topo-I inh	TcdB GH inh	BoNT-A LC inh2	Anthrax LF prot	SSB-PriA inh	PrPC surface inh	3CLpro inhibitor	PfHsp40 yeast	Vc quorum ag
Cc1ccc(NC(=S)Nc2cc(C)on2)cc1	-7	0.7	·	·	-7	10	9	·	0.6
COCC1CCCCN1C(=O)c1ccc(OC)c(OC2CCN(C(C)C)CC2)c1 (stereo unspecified)	-2	0.7	0.6	-1	-8	-4	-2	0.3	1.0
CCC(C(=O)Nc1ccccc1C(=O)N1CCOCC1)N1C(=O)c2ccccc2C1=O (stereo unspecified)	-2	·	1.0	0	-10	5	2	0.6	i
CC(=O)Nc1ccc(SC[C@H](Cc2ccccc2)N2CCN(CCc3ccccc3)CCC2=O)cc1	6	0.1	-0.5	-4	15	-8	·	0.2	-0.4
CCOc1ccc(NC(=O)c2cc(=O)[nH]c3ccccc23)cc1	0	1.3	0.4	-25	-5	11	2	-0.3	-1.5
CC(C)C(=O)Nc1cccc(C(=O)Nc2ccc(S(=O)(=O)Nc3nccs3)cc2)c1	-7	-12	-0.5	-3	-5	4	1	-1.0	-0.4
CN(C(=O)COC(=O)C1CCN(S(=O)(=O)c2ccc3c(c2)OCCO3)CC1)C1CCCCC1	25	1.4	-0.6	-1	5	-4	·	-0.5	i
COc1ccc(Nc2nc3ccccc3n3nnnc23)cc1	2	·	3.8	-3	-12	1	8	-0.9	i
Cn1cc(C(O)CN2CCCCC2)c2ccccc21 (stereo unspecified)	-13	1.4	-0.3	-1	-12	4	4	-1.4	i
CC(=O)N/C(=C\c1ccccc1)C(=O)OCC(=O)Nc1cc(S(=O)(=O)N(C)C)ccc1Cl	1	1.3	1.0	2	1	0	·	-1.0	i
Cc1ccc(NC(=S)NCC2CCCO2)cc1C (stereo unspecified)	-4	·	0.6	2	-15	-1	-2	-0.9	0.0
Cc1[nH]c2ccc(F)cc2c1CCN(Cc1ccco1)C(=S)NC(C)(C)C	-13	0.8	-0.1	-4	17	4	-1	0.6	-1.5
Cc1ccc(NC(=O)Cc2nnc(SCC(=O)NC3=NCCS3)n2C)cc1	0	1.3	-0.6	-1	-11	1	-2	-1.1	-0.4
CC(=O)c1ccc(OCC(=O)OCC(=O)Nc2sccc2C(N)=O)cc1	-8	-0.2	-0.4	-6	-18	2	·	0.2	i
CC(=O)OC1CCC2C3CCC4OC(=O)CCC4C3CCC12C (stereo unspecified)	6	0.4	0.1	4	0	-8	·	-0.7	-5.9
CN(C(=O)CN(c1ccccc1)S(=O)(=O)c1ccc(F)cc1)C1CCS(=O)(=O)C1 (stereo unspecified)	-5	0.3	0.8	1	-10	6	3	-1.4	-0.2
O=C1Nc2ccc([N+](=O)[O-])cc2OC1CCN1CCOCC1 (stereo unspecified)	-8	2.4	-0.4	-3	-3	-22	0	-0.6	i
Cc1ccc2cccc(NS(=O)(=O)c3ccccc3)c2n1	·	1.4	·	·	1	34*	3	·	·
CCOc1ccc(C2C(C(=O)c3ccco3)=C(O)C(=O)N2CCN2CCOCC2)cc1OCC (stereo unspecified)	2	0.7	-1.2	-1	6	8	-2	-2.1	-0.3
CCCN1CCN(S(=O)(=O)c2ccc(OC)c(Br)c2)CC1	-7	·	-0.6	0	-14	-2	-2	0.3	i
Cc1ccc(Nc2nc(/N=C/NO)n[nH]2)cc1C	-2	1.6	0.2	-2	·	8	2	0.5	i
C/C(=N/OCO/N=C(\C)c1ccc(F)cc1F)c1ccc(F)cc1F	-4	·	0.6	0	·	13	-1	0.1	-0.3
O=c1oc(/C=C/c2ccccc2)nc2ccccc12	3	7.6	-1.4	9	9	4	2	-0.8	i
Cc1ccc(SCC(=O)Nc2ccc(S(=O)(=O)Nc3nccs3)cc2)cc1	11	-0.2	0.4	-2	11	1	-5	-0.7	-0.2
CN(Cc1ccccc1)C(c1cc2ccccc2o1)c1nnnn1C(C)(C)C (stereo unspecified)	·	0.7	-0.7	5	·	0	·	·	·
COc1cc(C(=O)Nc2cc(OC)c(OC)c(OC)c2)ccc1OCc1c(C)noc1C	4	-0.4	1.2	0	-14	-5	·	-1.4	0.9
CCN(CC(=O)Nc1ccc(NC(C)=O)cc1)C(=O)c1cc([N+](=O)[O-])ccc1Sc1ccc(Cl)cc1	19	0.6	-0.1	0	10	-29	·	0.9	i
Cc1cc(C)cc(NC(=S)N(CCCN2CCN(C)CC2)Cc2cccs2)c1	-3	-0.5	0.2	-2	-2	-2	2	-0.1	-0.4
O=c1c2ccccc2nc(/C=C/c2ccc3c(c2)OCO3)n1-c1ccccc1	9	0.2	-1.3	0	-16	3	-2	2.0	5.6
Cc1ccc(-n2c(SCC(=O)Nc3ccc4c(c3)OCO4)nnc2-c2cccs2)cc1	36	·	0.4	1	6	-5	4	-0.7	·
Cc1cc([N+](=O)[O-])ccc1NC(=O)c1csc(C)c1C	-13	-1.5	-1.2	-2	3	-5	-5	-0.5	i
CN1C(=O)c2cccc3c(Br)ccc(c23)C1=O	-1	1.9	-5.8	-10	-4	-13	·	·	i
CC1=CP(=O)(Oc2ccc([N+](=O)[O-])cc2)CC1 (stereo unspecified)	10	0.8	-0.3	-2	·	-2	·	·	-6.0
Cc1ccc2oc(-c3cccc(NC(=O)/C=C/c4cccc([N+](=O)[O-])c4)c3C)nc2c1	-2	-0.9	-0.6	0	-12	3	-2	-2.2	0.6
Cc1cccc(C2NC(c3cccc(C)c3)C(C)C(=O)C2C)c1 (stereo unspecified)	19	0.5	0.1	8	-22	7	2	1.7	-0.6
CCCN(CC(=O)Nc1ccccc1C)C(=O)COC(=O)CSc1ccc([N+](=O)[O-])cc1	15	-0.3	2.4	-1	-25	-9	·	-0.1	0.0

Two entries from above, set out differently.
mol: Cc1cc([N+](=O)[O-])ccc1NC(=O)c1csc(C)c1C
  Yp Topo-I inh: -13
  TcdB GH inh: -1.5
  BoNT-A LC inh2: -1.2
  Anthrax LF prot: -2
  SSB-PriA inh: 3
  PrPC surface inh: -5
  3CLpro inhibitor: -5
  PfHsp40 yeast: -0.5
  Vc quorum ag: i

mol: CN1C(=O)c2cccc3c(Br)ccc(c23)C1=O
  Yp Topo-I inh: -1
  TcdB GH inh: 1.9
  BoNT-A LC inh2: -5.8
  Anthrax LF prot: -10
  SSB-PriA inh: -4
  PrPC surface inh: -13
  3CLpro inhibitor: ·
  PfHsp40 yeast: ·
  Vc quorum ag: i

5 consecutive compounds from above:
SMILES	Yp Topo-I inh	TcdB GH inh	BoNT-A LC inh2	Anthrax LF prot	SSB-PriA inh	PrPC surface inh	3CLpro inhibitor	PfHsp40 yeast	Vc quorum ag
CN1C(=O)c2cccc3c(Br)ccc(c23)C1=O	-1	1.9	-5.8	-10	-4	-13	·	·	i
CC1=CP(=O)(Oc2ccc([N+](=O)[O-])cc2)CC1 (stereo unspecified)	10	0.8	-0.3	-2	·	-2	·	·	-6.0
Cc1ccc2oc(-c3cccc(NC(=O)/C=C/c4cccc([N+](=O)[O-])c4)c3C)nc2c1	-2	-0.9	-0.6	0	-12	3	-2	-2.2	0.6
Cc1cccc(C2NC(c3cccc(C)c3)C(C)C(=O)C2C)c1 (stereo unspecified)	19	0.5	0.1	8	-22	7	2	1.7	-0.6
CCCN(CC(=O)Nc1ccccc1C)C(=O)COC(=O)CSc1ccc([N+](=O)[O-])cc1	15	-0.3	2.4	-1	-25	-9	·	-0.1	0.0

Next records follow:
SMILES	Yp Topo-I inh	TcdB GH inh	BoNT-A LC inh2	Anthrax LF prot	SSB-PriA inh	PrPC surface inh	3CLpro inhibitor	PfHsp40 yeast	Vc quorum ag
Cc1ccc(S(=O)(=O)N2CCN(C(=O)c3cc(C4CC4)nn3-c3ccccc3)CC2)cc1	15	-1.4	0.1	2	·	2	·	·	-0.2
O=C(CSc1nc(-c2ccco2)cc(C(F)(F)F)n1)Nc1ccc2c(c1)CCC2	-7	·	1.6	-1	5	6	-4	1.2	i
COC(=O)N1[C@H](C)C=C[C@]1(Cc1ccccc1)C(=O)O	4	-3.3	0.3	0	2	9	-5	-0.7	i
C=CCN1C(=O)C(CC(=O)NCC)SC1=Nc1cc(Cl)ccc1Cl (stereo unspecified)	12	-0.4	-6.2	11	10	1	-2	0.5	1.5
C=CCOc1ccc2ccccc2c1CNc1ncn[nH]1	-2	·	0.7	2	-15	0	-7	-0.7	-0.3
CSc1ccccc1NC(=O)CN1C(=O)C2CC=CCC2C1=O (stereo unspecified)	4	1.3	-4.3	1	0	8	·	1.1	-0.9
CC(C)(CNC(=O)c1cc(Cl)c(O)c(Cl)c1)N1CCCCC1	-3	2.4	-2.3	8	-16	-2	-1	-1.3	-0.3
COc1ccc(-c2ccc(CN3C(C)C(=O)N(Cc4cn(CCC5OCCCO5)nn4)CCS3(=O)=O)cc2)cc1 (stereo unspecified)	22	1.6	0.0	-1	·	-11	·	·	i
CCCCN(C(=O)c1ccc(NC2CC2)c([N+](=O)[O-])c1)c1c(N)n(CCCC)c(=O)[nH]c1=O	4	0.6	0.6	2	-4	-20	·	1.0	i
Cc1ncoc1C(=O)N1CCCC(C(=O)c2ccc(-c3ccccc3)c(F)c2)C1 (stereo unspecified)	13	0.2	-0.8	-2	8	9	6	183*	i
O=C(O)c1ccc(-n2cccn2)c([N+](=O)[O-])c1	-5	0.0	-1.0	2	1	-8	-1	-0.7	-0.2
N/C(=N\OC(=O)Cc1ccc([N+](=O)[O-])cc1)c1ccccn1	11	0.8	-1.5	10	·	-16	1	-0.6	0.4
CCOC(=O)N1CCN(C(=O)c2ccc3nc(N4CCC(C)CC4)sc3c2)CC1	14	·	-0.2	-3	-9	6	3	1.8	i
Cc1cc2c(cc1C)CSC(c1ccccc1OC(=O)C(C)C)SC2	2	·	0.1	-2	-18	-7	6	1.2	-10
Cc1nn(-c2ccccc2)c(C)c1NC(=O)COc1ccc(Cl)cc1Cl	28	·	-0.3	2	-6	6	0	3.7	-0.4
CCC(C)n1c(/C=C/c2ccccc2)nc2ccccc21 (stereo unspecified)	9	2.4	-0.8	-1	-67	2	-3	-0.4	0.8
CCCCN(CCCC)Cc1cc(=O)oc2cc(C)cc(C)c12	·	-9.9	-1.3	-5	·	5	·	·	·
Cc1ccccc1N1CCN(C2CCCN(C(=O)c3cn4cccc(C)c4n3)C2)CC1 (stereo unspecified)	29	1.9	0.3	-1	7	-3	-3	0.6	-0.4
O=C(c1csc2ccccc12)N1CCCCCC1	13	·	-1.8	2	-6	0	-6	0.1	-0.2
CCC(C)N(C)C(=O)c1cc2ccccc2c(-c2ccccc2Cl)n1 (stereo unspecified)	21	2.3	-0.4	-8	-6	5	4	0.1	i
O=C(NNC(=S)Nc1ccccc1)c1cccs1	3	·	0.7	-3	-18	-1	4	-0.4	-0.2
Cc1c(NC(=S)NC(=O)c2cccc([N+](=O)[O-])c2)c(=O)n(-c2ccccc2)n1C	-4	0.2	-0.8	1	2	-19	3	-0.4	-5.9
COC(=O)C1=C(C)NC2=C(C1c1ccc(O)cc1)S(=O)(=O)c1ccccc12 (stereo unspecified)	-7	·	-0.8	-2	-13	-12	8	-0.6	i
